SRC1 TRFRET art – flags TR-FRET format artefacts in PPARgamma SRC-1 recruitment agonist screen; 99,000 compounds, 0.34% hits; TR-FRET detection artefact counter-screen, emission ratio; hits give high values; TR-FRET ratio at 8 µM; in the data active = TR-FRET ratio above about 2300; also: inactives centre near 1800; reference of the scale not given here
SRC3 TRFRET art – counter-screen for PPARgamma SRC-3 recruitment agonists: TR-FRET artefact; PPARgamma/SRC-3 format; hits give high values; TR-FRET ratio at 8 µM; 99,000 compounds, 0.39% hits; in the data active = TR-FRET ratio above about 2000; also: inactives centre near 1600; reference of the scale not given here
An asterisk follows results filed as active. Only part of the results is shown; rates above refer to the full screens.

Compound	SRC1 TRFRET art	SRC3 TRFRET art
O=C(O)c1ccc(COc2ccccc2/C=C2/NC(=O)N(c3cccc(Cl)c3)C2=O)cc1	1533	1413
O=C(CN(c1ccc(Cl)cc1)S(=O)(=O)c1ccc(Cl)c([N+](=O)[O-])c1)NCCc1ccccc1	1995	1417
N/C(=N\OC(=O)c1cc(-c2ccccc2)nc2ccccc12)c1cccnc1	1645	1713
CN(C)C(=O)/C(=C\c1ccncc1)NC(=O)c1ccccc1	1579	1427
O=C(c1ccccc1)N1N=C(c2ccccc2)CC1c1ccccc1[N+](=O)[O-] (stereo not drawn)	1793	1426
COc1cccc(-n2c(C)nnc2SCC#N)c1	1878	1615
Cc1cc(=O)n2nc(N3CCCC(C(=O)NCc4ccco4)C3)sc2n1 (stereo not drawn)	1892	1510
NC1=NS(=O)(=O)NC1c1cccc(F)c1 (stereo not drawn)	1672	1381
COc1ccc(NC2c3ccccc3C(=O)N2c2cccnc2)cc1Cl (stereo not drawn)	2086	1517
Cc1ccc(NC(=O)CN2CCC(C(N)=O)CC2)cc1[N+](=O)[O-]	1784	1637
C/C(=N\OCC(=O)Nc1ccccc1C(=O)O)c1cccs1	1498	1296
CCc1ccc(CNC(=O)C2CCN(S(=O)(=O)N3CCC4(CC3)OCCO4)CC2)cc1	1918	1502
CCCCOC(=O)c1cc(=O)[nH]c2ccc(C)cc12	1943	1615
CCOc1ccc(CC(=O)NNC(=S)Nc2ccc(OC)c(OC)c2)cc1	1650	1654
CCN(CC)CCCNC(=O)Cn1ccc2ccccc2c1=O	1533	1349

Compound	SRC1 TRFRET art	SRC3 TRFRET art
O=C1C(Nc2ccccc2)=C2CCCC=C2N1c1ccccc1	1714	1433
CC/C(C)=N/NC(=O)c1[nH]c2ccc(C)cc2c1-c1ccccc1	2076	1693
CCCOc1ccc2c(CC)cc(=O)oc2c1C	1572	1632
COC(=O)N/N=C/c1ccc(/C=N/NC(=O)OC)cc1	1921	1498
Cc1ccccc1NC(=S)N(CCCN1CCOCC1)Cc1ccccn1	1957	1547
COC(=O)C1CCN(c2cc(=O)n(-c3ccc(OC)cc3)c(=O)[nH]2)CC1	1676	1678
O=C(CCCc1nc2ccccc2s1)NCc1cccnc1	1818	1637
CC(=O)Nc1ccc(NC(=O)CCCc2c[nH]c3ccccc23)cc1	1710	1478
O=S(=O)(c1cc(Cl)ccc1Cl)n1cccn1	1676	1679
Oc1ccc(N=Cc2cc(Br)c(N3CCOCC3)o2)cc1	1576	1705
Cc1cc(CN(C)C(=O)c2cc(COc3ccc4ncccc4c3)on2)on1	1772	1558
CCc1nc2c(sc3nc4c(cc32)COC(C)(C)C4)c(=O)n1CCN(CC)CC	2133	1367
CC(C)N(CCNC(=O)c1oc(=O)c2ccccc2c1-c1ccccc1)Cc1ccco1	1709	1461
N#CCc1ccc(NS(=O)(=O)c2cccs2)cc1	1841	1515
Cc1ccc(C(=O)OCC(=O)NCCN2C(=O)CSC2=O)cc1	1684	1351

Compound	SRC1 TRFRET art	SRC3 TRFRET art
O=C(c1cc(S(=O)(=O)Nc2ccccc2F)c(Cl)cc1Cl)N1CCN(CCO)CC1	1711	1507
CNCCCOc1ccc(C)cc1OC	1791	1626
CC(C)CCNC(=O)Cn1cc2c(n1)CCCCC2	1722	1535
NNC(=O)c1ccc(O)cc1O	1662	1526
Cc1ccc(Cl)cc1NC(=S)NCc1cccn1C	1817	1699
C/C(=C\c1ccco1)CN1CCC(N2CCC(C(=O)N3CCOCC3)CC2)CC1	1760	1669
O=C(CSc1ccsc1[N+](=O)[O-])NC1CCCC1	1536	1456
Cc1ccc(NC(=O)C(C)c2ccc([N+](=O)[O-])cc2)cc1Cl (stereo not drawn)	1787	1502
COc1ccc(/C=C/C(=O)C(C(N)=O)=C2SCCS2)cc1	1874	1710
Cc1sc2nc(CSc3ccccc3)nc(N3CCN(C)CC3)c2c1C	1669	1369
CCOC(=O)N1CCN(CCC(=O)c2ccc(OC)cc2)CC1	1930	1512
COc1cc(C2C(C#N)=C(N)Oc3n[nH]c(C)c32)cc2c1OCO2 (stereo not drawn)	1853	1542
C#CCNC(=O)c1cc2sccc2n1C	1791	1413
N=c1occ(C(=O)c2cc(F)ccc2O)cc1C(=O)NC1CCCCC1	1759	1579
COc1ccccc1NC(c1cccnc1)c1ccc2cccnc2c1O (stereo not drawn)	1790	1434

A different layout for part of the listing above.
Fields – SRC1 TRFRET art, SRC3 TRFRET art
- CC/C(C)=N/NC(=O)c1[nH]c2ccc(C)cc2c1-c1ccccc1
 : 2076, 1693
- Cc1cc(=O)n2nc(N3CCCC(C(=O)NCc4ccco4)C3)sc2n1 (stereo not drawn)
 : 1892, 1510

(listing goes on)
Compound	SRC1 TRFRET art	SRC3 TRFRET art
CNC(=O)c1ccccc1NC(=O)c1cccc(S(=O)(=O)N2CCCCC2)c1	1794	1629
COc1ccc(Cn2nnc3c(=O)[nH]c(C4CCCN(C(=O)c5ccccc5)C4)nc32)cc1 (stereo not drawn)	1725	1401
Cc1cc(C)n(CC(O)COc2ccccc2[N+](=O)[O-])n1 (stereo not drawn)	1723	1453
COC(=O)c1cccnc1-n1c(=O)c2cccnc2n(Cc2ccc([N+](=O)[O-])cc2)c1=O	2037	1603
NS(=O)(=O)c1ccc(N/N=C2/CCCCC2C2CCCCC2)c([N+](=O)[O-])c1 (stereo not drawn)	1753	1554
CC1=NN(C(=O)CSCc2ccccc2)C(O)(c2ccccc2)C1 (stereo not drawn)	1738	1514
CCOC(=O)c1nc2sc3c(c2c(=O)n1C(C)C(=O)OCC)CCCC3 (stereo not drawn)	1907	1676
Cc1cc(C)c(S(=O)(=O)Cc2ccc(Cl)cc2)c(=O)[nH]1	1788	1687
Clc1nc(CN2CCCCC2)nc2sc3c(c12)CCCC3	1841	1575
Cc1c(CNC(=O)c2c([N+](=O)[O-])cnn2C)cnn1C	1676	1696
COc1ccc(C(=O)Nc2cc(Cl)ccc2Cl)c(OC)n1	1593	1676
CC(C)(C)NC(=O)/C(=C/c1ccccc1F)NC(=O)c1ccc([N+](=O)[O-])cc1	2032	1520
COc1ccc(C(=O)NC(=S)NNC(=O)c2cnccn2)cc1	1964	1790
CC(=O)c1ccc(OCC(C)C)c(CC(C(N)=O)C(N)=O)c1	1841	1463
CC1CCc2c(sc3nc(CSc4ncn[nH]4)[nH]c(=O)c23)C1 (stereo not drawn)	1915	1751

compound | SRC1 TRFRET art | SRC3 TRFRET art
COc1cc(NC(=O)c2ccc(C(C)(C)C)cc2)c(OC)cc1NC(=O)CN1CCCCC1 | 1778 | 1760
COC(=O)Cn1c(CN2CCOCC2)nc2c1c(=O)[nH]c(=O)n2C | 1785 | 1713
O=C(CC(=O)N/N=C\c1cccc(Cl)c1Cl)NCc1ccccc1 | 1865 | 1814
COc1ccc(-c2ccc(=O)n(CC(=O)Nc3ccc4c(c3)OCCO4)n2)cc1 | 1942 | 1644
CC(=O)Nc1sc(C)c(C)c1C(=O)OCC(=O)N(CC(C)C)C1CCS(=O)(=O)C1 (stereo not drawn) | 1721 | 1530
CCc1ccc2c(c1)C1(C(=O)N2)N2CCCC2C(C(=O)c2ccc3ccccc3c2)C12C(=O)Nc1ccccc12 (stereo not drawn) | 1738 | 1734
CCOC(=O)c1c(C)n(C)c2ccc(OC(=O)c3ccc(N4C(=O)CCC4=O)cc3)cc12 | 1667 | 1508
Cc1ccccc1-c1nnn(CC(=O)Nc2cccc(S(N)(=O)=O)c2)n1 | 1950 | 1809
CC(C)(C)C(=O)Nc1ccccc1C(=O)OCC(=O)c1ccc2c(c1)OCCO2 | 1561 | 1541
O=C(COC(=O)c1cc([N+](=O)[O-])ccc1NCc1ccccc1)NCc1ccccc1Cl | 1795 | 1650
CN(C)CCCNC(NC(=O)c1cccs1)C(Cl)(Cl)Cl (stereo not drawn) | 1724 | 1555
Cc1ccc(Cn2nc(C)c(NC(=O)CSc3nc4c(c(C(F)(F)F)n3)CCc3ccccc3-4)c2C)cc1 | 1629 | 1417
CCOC(=O)c1ccc(NC(=O)NCc2ccccc2)cc1 | 1729 | 1379
O=C(Cc1ccc(Cl)cc1)c1c[nH]c(C(=O)NCc2cccnc2)c1 | 1865 | 1517
CC(=O)Nc1ccc(S(=O)(=O)NNC(=O)c2sc(=S)n(C)c2C)cc1 | 1884 | 1687
O=C(O)CCCn1cc(NC(=O)COc2cc(F)ccc2[N+](=O)[O-])cn1 | 1584 | 1817
COc1ccc(NC(=S)NCc2cccn2C)cc1 | 1814 | 1533
CN(C)c1nnnn1Cc1ccc(Cl)cc1Cl | 1599 | 1669
CCn1c(-c2nn(C)cc2Cl)n[nH]c1=S | 2020 | 1469
O=c1nc(N/N=C/c2ccco2)cn[nH]1 | 1838 | 1643
COC(=O)Cn1c(CCS(=O)(=O)c2ccc(C)c(C)c2)nc2ccccc21 | 1814 | 1458
CCCCN(Cc1ccccc1)C(=O)CCN1C(=O)C2C3C=CC(C3)C2C1=O (stereo not drawn) | 1932 | 1609
CCCCc1cc(=O)oc2cc(O)ccc12 | 1630 | 1593
Cc1cccc(-c2nnc(SCC#N)n2C)c1 | 1473 | 1841
CCOC(=O)NC(=O)CSc1nc2ccccc2[nH]1 | 1752 | 1407
COc1cccc(/C=N/NC(=O)c2[nH]c(C)c(C(=O)N/N=C/c3cccc(OC)c3)c2C)c1 | 1533 | 1494
COCCCNC(=S)Nc1ccc(OC(F)F)cc1C | 1776 | 1336
COC(=O)c1ccc(COC(=O)c2ccc(CO)cc2)o1 | 2039 | 1738
Cc1cccc(C)c1NC(=O)COC(=O)C1Cc2ccccc2CN1C(=O)c1ccccc1 (stereo not drawn) | 2120 | 1664
CO[C@@]1(NC(=O)CSCC#N)C(=O)N2C(C(=O)O)=C(CSc3nnnn3C)CS[C@@H]21 | 1859 | 1600

Laid out differently: entries from further up
Below each compound: SRC1 TRFRET art, SRC3 TRFRET art
CC(=O)Nc1ccc(S(=O)(=O)NNC(=O)c2sc(=S)n(C)c2C)cc1
    1884, 1687
Cc1cccc(-c2nnc(SCC#N)n2C)c1
    1473, 1841
CCOC(=O)c1c(C)n(C)c2ccc(OC(=O)c3ccc(N4C(=O)CCC4=O)cc3)cc12
    1667, 1508
COc1cccc(/C=N/NC(=O)c2[nH]c(C)c(C(=O)N/N=C/c3cccc(OC)c3)c2C)c1
    1533, 1494
Cc1ccccc1-c1nnn(CC(=O)Nc2cccc(S(N)(=O)=O)c2)n1
    1950, 1809
O=C(O)CCCn1cc(NC(=O)COc2cc(F)ccc2[N+](=O)[O-])cn1
    1584, 1817

Later entries
compound | SRC1 TRFRET art | SRC3 TRFRET art
Cc1nc(-c2ccc(C(=O)N3CCCC3)cc2)cs1 | 1566 | 1500
CCC(CC)C(=O)Nc1ccc(Nc2ccccc2)cc1 | 2116 | 1803
Cc1cc(C(=O)CSc2nc3ccccc3[nH]2)c(C)n1Cc1ccco1 | 1858 | 1573
CC(C)c1nc(CN(C)C(=O)N[C@H](C(=O)N[C@@H](Cc2ccccc2)C[C@H](O)[C@H](Cc2ccccc2)NC(=O)OCc2cncs2)C(C)C)cs1 | 1775 | 1506
COc1cccc(N2C(=O)Nc3ccccc3C2(O)C(=O)NCc2ccc3c(c2)OCO3)c1 (stereo not drawn) | 1811 | 1655
C=CCOC(=O)C1=C[C@H](c2csc3ccccc23)[C@@H](CCCO)[C@H](OCC)O1 | 1584 | 1536
COc1ccc(C=Nc2ccc3[nH]ncc3c2)c(O)c1 | 1896 | 1605
CCN(CC)S(=O)(=O)c1ccc(C(=O)NCc2ccc3[nH]c4c(c3c2)CCCC4)cc1 | 1718 | 1678
CCC(C)NC(=O)C1c2ccccc2C(=O)N1Cc1ccccc1OC (stereo not drawn) | 2078 | 1871
O=[N+]([O-])c1cccc(/C=N/NS(=O)(=O)c2ccccc2)c1 | 1742 | 1452
CC(=O)N1CCN(C2=NC(=O)/C(=C\c3cccs3)S2)CC1 | 1750 | 1645
CC(C)N1CCC(N2CCN(C3CCCCCC3)CC2CCO)CC1 (stereo not drawn) | 1610 | 1539
COc1ccc(C2=C(CC(=O)O)C(=O)CC2)cc1 | 1989 | 1683
CC(=O)c1ccc2c(c1)C1C=CCC1C(c1ccc(S(=O)(=O)N3CCOCC3)cc1)N2 (stereo not drawn) | 1804 | 1640
CCOC(=O)c1c(C)c(C(=O)Nc2ccc(F)cc2)c(C)n1C | 1807 | 1620
COc1cccc(-n2cc(CN(C)Cc3nc(Cc4ccccc4)no3)cn2)c1 | 1438 | 1573
CCCn1c(CN2CCCCC2CC)nc2c1c(=O)n(C)c(=O)n2C (stereo not drawn) | 1781 | 1422
COCCCNC(=O)CC(C)c1ccccc1 (stereo not drawn) | 1825 | 1712
O=C(Nc1ccc(Oc2cccnc2)cc1)c1ccccc1Cl | 1800 | 1828
O=C(Cc1ccccc1)NCCSC1CCCCC1 | 1786 | 1807
O=C(CCc1ccccc1)NNC(=O)c1ccc(NC(=O)c2ccccc2)cc1 | 1981 | 1760
Cc1ccc(C2=NC3(CCCCC3)NC2=S)cc1 | 1722 | 1567
Cc1cc(C)cc(NC(=O)COC(=O)CCCNC(=O)c2ccc(Cl)cc2)c1 | 1872 | 1655
COc1cccc(C(=O)N2CCCC(CCC(=O)NCc3ccc(F)c(F)c3)C2)c1 (stereo not drawn) | 1698 | 1367
COC(=O)CN=Cc1c(C)[nH]n(-c2ccccc2)c1=O | 1938 | 1725
CC(NC(=S)NCc1ccccc1)C12CC3CC(CC(C3)C1)C2 (stereo not drawn) | 1737 | 1591
CCOCCCNS(=O)(=O)c1cc(Br)cc2c1N(C(=O)C1CC1)CC2 | 1932 | 1524
O=C(NCCN1CCOCC1)Nc1ccc(F)cc1 | 1471 | 1575
COc1ccc(CCNC(=O)COc2ccc(S(=O)(=O)NC3CCCCC3)cc2Cl)cc1OC | 1649 | 1405
CCOC(=O)C(NS(=O)(=O)c1ccc(C)cc1)(C(F)(F)F)P(=O)(OCC(C)C)OCC(C)C (stereo not drawn) | 1802 | 1642
Cc1ccccc1NS(=O)(=O)c1ccc2[nH]c(=O)[nH]c2c1 | 1886 | 1449

Taken from above.
Reading of COc1cccc(-n2cc(CN(C)Cc3nc(Cc4ccccc4)no3)cn2)c1 under SRC1 TRFRET art: 1438
Reading of COc1cccc(C(=O)N2CCCC(CCC(=O)NCc3ccc(F)c(F)c3)C2)c1 (stereo not drawn) under SRC3 TRFRET art: 1367
